aSyn tox rescue – inhibitors of alpha-synuclein toxicity in yeast | S. cerevisiae alpha-synuclein toxicity rescue, BacTiter-Glo growth, 24 h | Potency, µM (doses to about 46.1 µM), for the others: top-dose growth rescue (activation), actives largely listed as activators | 0.02% of 94,000 active | AID 1347070; active = well fitted activation curve with a large enough effect; inconclusive = small, poorly fitted or top-dose-only effect; note: 0% is about no effect
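Growth restoration measured by BacTiter-Glo luminescence after 24 hr at 30 deg C; alpha-synuclein yeast, raffinose-pregrown to mid-log, were added at OD600=0.02 in galactose medium onto pinned compounds.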
The depositor's hits bear a star; ? = inconclusive; & = joins results of further samples. Potency is the fitted concentration of half-maximal effect. Only part of the results is shown; rates above refer to the full screens.

SMILES	aSyn tox rescue
CCN1CCN(c2cc(C)c3cc(NC(=O)c4cc(Br)ccc4Cl)ccc3n2)CC1	8%
NC(=O)CN1CCCC1c1ccc2c(c1)OCCO2 (stereo unspecified)	-3%
COc1ccc2nc(N(Cc3cccnc3)C(=O)C3COc4ccccc4O3)sc2c1 (stereo unspecified)	?
COc1ccc2cc(S(=O)(=O)c3ccccc3F)c(=O)oc2c1	-7%
COc1ccccc1NC(=O)Nc1ccccc1N1CCOCC1	-6%
O=C(CSc1nc2ccccc2nc1Cc1ccccc1)Nc1ccc2c(c1)OCO2	2%
CC(C(=O)N(C)C1CCCCC1)N1CCC(C(N)=O)CC1 (stereo unspecified)	-3%
CCOC(=O)c1c(C)[nH]c(CCC(=O)Nc2ccccc2C(=O)OC)c1C	-1%
O=C(NCc1ccc(F)cc1)c1ccc(S(=O)(=O)N2CCCC2)cc1	4%
Cc1cc(=O)n2[nH]c(NCc3ccc(F)cc3)nc2n1	-5%
Cc1nc2nc(SCC(=O)NCCc3ccc(Cl)cc3)nn2c(C)c1Cc1c(F)cccc1Cl	6%
COc1cccc(CNc2ncnc3onc(-c4ccc(F)cc4)c23)c1	2%
CCc1ccc(NC(=O)Cn2c(=O)oc3cc(S(=O)(=O)NCc4ccccc4)ccc32)cc1	-3%
Cc1ccc(C)n1-c1nnc(N2CCCC(C(=O)NCc3ccc(F)cc3)C2)s1 (stereo unspecified)	-1%
COc1ccccc1C(=O)Nc1ccc(C(=O)OCc2cc(=O)n3c4c(sc3n2)CCCC4)cc1	0%
CC(C)c1ccc(Nc2nnc(SC3CCOC3=O)s2)cc1 (stereo unspecified)	11%
COc1ccc(-c2c(C)c3ccc(O)c(CN4CCN(CCO)CC4)c3oc2=O)cc1OC	2%
CC(C)CCNC(=O)C1CCN(C(=O)c2cc3sccc3n2Cc2ccc(Cl)cc2)CC1	-4%
CCOc1ccc(/C=C(/NC(=O)c2ccccc2Cl)C(=O)O)cc1	1%
CC(=O)c1cccc(NC(=O)c2ccc(S(=O)(=O)N3CCCC3)cc2)c1	4%
Clc1ccccc1-c1nnc(-c2ccccc2CNc2ccc(Br)cc2)o1	1%
Cc1ccc(C)c(S(=O)(=O)NCC(c2ccc(N(C)C)cc2)N2CCOCC2)c1 (stereo unspecified)	-14%
Cc1cccc(C)c1NC(=O)CN(C)C(=O)c1ccc2nc[nH]c2c1	-3%
CCOc1ccc(CCNC(=O)COC(=O)c2ccc(Cl)nc2)cc1OCC	-17%
O=C(NCc1ccccc1Cl)c1cc2c(s1)-c1ccccc1SC2	5%
CCc1nn(CC(=O)N2CCN(c3ccc(OC)cc3)CC2)c(=O)c2cc3sccc3n12	-3%
N#Cc1c(NC(=O)COC(=O)C2=COCCO2)sc2c1CCCC2	8%
CC(C)(C)NC(=O)N1CCn2cccc2C1c1ccccc1F (stereo unspecified)	-4%
COc1ccc([C@H]2C[C@@H](O)[C@H](n3cc(C4CC4)nn3)CN2C(=O)C2CCCCC2)cc1	-7%
CC1=CC(=C2C(=O)c3ccccc3C2=O)C=C(C)N1C	-6%

Among those listed so far, 2 have bromine.
SMILES	aSyn tox rescue
CCN1CCN(c2cc(C)c3cc(NC(=O)c4cc(Br)ccc4Cl)ccc3n2)CC1	8%
Clc1ccccc1-c1nnc(-c2ccccc2CNc2ccc(Br)cc2)o1	1%

Continuation:
SMILES	aSyn tox rescue
O=C(O)Cc1ccc(NS(=O)(=O)c2ccccc2Cl)cc1	7%
Cc1c(NC(=O)COc2cccc(Cl)c2Cl)c(=O)n(-c2ccccc2)n1C	-2%
CC1=NN(c2cccc([N+](=O)[O-])c2)C(=O)C1	-17%
CC(=O)c1ccc(NC(=O)CSc2nc(-c3cccc(F)c3)nc3c2c(=O)n(C)c(=O)n3C)cc1	-4%
COc1ccc(N(CC(=O)NCCc2ccc(OC)c(OC)c2)S(=O)(=O)c2ccc(OC)c(OC)c2)cc1	-1%
COc1ccc(NC(=O)CC2C(=O)N(c3ccccc3)C(=O)N2Cc2cccnc2)cc1 (stereo unspecified)	1%
COc1ccc([N+](=O)[O-])cc1NC(=O)CSCc1ccc(Br)cc1	2%
Cc1nc(N)ncc1Sc1ccc(Cl)cc1	1%
CCOc1ccc(/C(O)=C2/C(=O)C(=O)N(c3ncccn3)C2c2ccc(Cl)cc2)cc1 (stereo unspecified)	-3%
Cc1cc(C)c(NC(=O)c2cc3sc(Cl)cc3n2C)c(C)c1	-21%
CCc1cccc(NC(=O)CCC(=O)N2CCSc3ccccc32)c1	2%&5%
COc1cccc(C(=O)C(CCC#N)c2ccccc2)c1 (stereo unspecified)	10%
CCSc1oc(-c2ccc(F)cc2)nc1S(=O)(=O)c1ccc(C)cc1	22%
CCOCCn1c(=O)c2c(nc3n2CCN3c2ccc(C)cc2)n(C)c1=O	-3%
COc1ccc(NC(=O)CN(C)C(=O)c2ccc3c(c2)OCCO3)cc1	-2%

Random excerpt: 2 entries already listed, in no set order.
SMILES	aSyn tox rescue
Cc1nc(N)ncc1Sc1ccc(Cl)cc1	1%
CC1=NN(c2cccc([N+](=O)[O-])c2)C(=O)C1	-17%

Next section.
SMILES	aSyn tox rescue
Cc1ccc2cc3c(nc2c1)OCC3	-1%
O=C(Nc1ccc(Cl)c(Cl)c1)N1CCC(c2ccccc2)C1 (stereo unspecified)	-19%
O=C(NCc1ccccc1)C1CCN(S(=O)(=O)c2ccc3c(c2)CCCN3C(=O)C2CCC2)CC1	5%
O=C(CN1C(=O)c2cccc3cccc1c23)Nc1cccc(F)c1	-1%
CCOC(=O)c1cnc(-n2[nH]c(C)c(Cc3ccccc3)c2=O)[nH]c1=O	-4%
O=C(O)CCc1nnc(SCC(=O)Nc2ccc(Cl)c(C(F)(F)F)c2)[nH]c1=O	5%
CCCCC1CCC(C(=O)N(CCOC)c2c(N)n(CCCC)c(=O)[nH]c2=O)CC1 (stereo unspecified)	7%
COc1ccc(Cl)cc1N(C)C(=O)c1ccc2c(=O)n3c(nc2c1)CCCCC3	-2%
COc1cccc(C#Cc2cnc3c(c2)C(=O)N([C@@H](C)CO)C[C@H](C)[C@H](CN(C)C(=O)C2CCC2)O3)c1	1%
COc1cc(C2c3c(-c4ccccc4O)n[nH]c3C(=O)N2Cc2ccncc2)cc(OC)c1OC (stereo unspecified)	-5%
Cc1nc2sccn2c(=O)c1S(=O)(=O)NC(C)c1ccccc1 (stereo unspecified)	4%
O=C(Nc1ccc2nc(SCC(=O)N3CCOCC3)sc2c1)c1ccc(Br)cc1	-4%
CCOc1ccc(CCNC(=O)CN2C(=O)c3cccnc3Oc3ccc(C)cc32)cc1OCC	-2%&7%
Cc1nn(CC(C)C)c(Cl)c1C(=O)NCC(C)(C)N1CCOCC1	5%
COc1ccc(Cl)cc1NC(=O)C/C(C)=N/NC(=O)CCc1ccccc1	6%
C[C@@H]1CN([C@H](C)CO)C(=O)CCCn2nncc2CO[C@H]1CN(C)S(=O)(=O)c1cccc(F)c1	4%
COc1cccc(NC(=O)c2c(C)nn(-c3cccc(C)c3)c2-n2cccc2)c1	-9%
COc1cccc(NC(=O)CNC(=O)Cn2c(C)cc3ccccc3c2=O)c1	-3%
Cc1cccc(CNC(=O)CCn2ccc3cc(S(=O)(=O)N4CCCC4)ccc32)c1	-1%
COc1cc(NC(=O)CCCSc2nc(-c3ccco3)cc(C(F)(F)F)n2)cc(OC)c1OC	4%
CCCCN(CC)CCNC(=O)c1cc2c(=O)[nH]c3ccccc3c2n1C	1%
CCN(c1ccccc1)S(=O)(=O)c1ccc2c(c1)C(C)(C)C(=O)N2C	1%
COc1cccc(CC(=O)OC(C)C(=O)Nc2ccc(N3CCOCC3)cc2)c1 (stereo unspecified)	-5%
CNC(=O)COc1ccc(NC(=O)CCn2nc(-c3ccc(C)cc3)c3ccccc3c2=O)cc1	0%
COc1cccc(NS(=O)(=O)c2cc3c4c(c2)C(C)C(=O)N4CCC3)c1 (stereo unspecified)	-3%
CN1CCC(NC(=O)c2cccs2)CC1	0%
CCOC(=O)c1sc(N2C(=O)c3oc4ccc(C)cc4c(=O)c3C2c2ccccc2F)nc1C (stereo unspecified)	-9%
COc1ccc(C(=O)Nc2cccc(-c3ccc(N4CCOCC4)nn3)c2)cc1OC	1%
CCOc1ccccc1NC1c2ccccc2C(=O)N1c1ccc(C)cn1 (stereo unspecified)	1%
Cc1ccc(Cl)cc1NC(=O)CN1C(=O)COc2ccc(S(=O)(=O)N3CCCCCC3)cc21	7%
CCOc1ccccc1N1CCN(CC(=O)N(CC(C)C)c2c(N)n(CC(C)C)c(=O)[nH]c2=O)CC1	-4%
CCN(CC)CCNC(=O)c1cn(CC)c2ccc(S(=O)(=O)N3CCOCC3)cc2c1=O	2%
Cc1ccc(C2(C)NC(=O)N(CC(=O)Nc3cc(S(=O)(=O)N(C)C)ccc3C)C2=O)cc1 (stereo unspecified)	-2%
CC(C)c1ccc(S(=O)(=O)c2nnn3c2nc(NC2CCCC2)c2sccc23)cc1	3%
COc1ccccc1N(CC(=O)N1CCCCC1C)S(=O)(=O)c1ccc(Cl)cc1 (stereo unspecified)	13%
CCOC(=O)C1=C(CN2CCN(c3cc(C)ccc3C)CC2)NC(=O)NC1c1ccc(Cl)cc1 (stereo unspecified)	5%
CCN(Cc1ccccc1)C(=O)C1CCN(S(=O)(=O)c2ccc3c(c2)CCCN3C(C)=O)CC1	-2%
COc1ccc(CCNC(=O)C(=O)NCC2OCCN2S(=O)(=O)c2ccc(C)cc2)cc1 (stereo unspecified)	-6%
CCOC(=O)c1ccc(NC(=O)c2cccc(S(=O)(=O)N3CCN(C(C)=O)CC3)c2)cc1	-1%
Cc1cc(C)cc(NC(=O)CN2CCC(C(=O)c3ccccc3)CC2)c1	5%
CC(=C\c1ccco1)/C=C1/SC(=S)N(CC(=O)O)C1=O	2%
Cn1nc(C(F)(F)F)c(-c2cccc(C(F)(F)F)c2)c1NC(=O)CSCC(=O)O	2%
CCNc1nc(NCC)n2c(SCC(=O)Nc3cc(OC)ccc3OC)nnc2n1	-5%
Cc1cc(C)n(-c2nc3ccccc3nc2Nc2cccc(C(F)(F)F)c2)n1	4%
O=C(NCc1ccco1)c1ccc2c(c1)N(Cc1ccc(Cl)cc1)CCS2	12%
Cc1ccc(S(=O)(=O)N(C)C[C@@H]2OCCCC[C@H](C)Oc3ccc(NC(=O)Nc4ccc(F)cc4)cc3C(=O)N([C@H](C)CO)C[C@H]2C)cc1	-11%
O=C(CCC1N=C2c3ccccc3N=C(SCc3ccc(F)cc3)N2C1=O)NCCc1ccccc1 (stereo unspecified)	-12%

A second format for four compounds above.
COc1ccccc1N(CC(=O)N1CCCCC1C)S(=O)(=O)c1ccc(Cl)cc1 (stereo unspecified)
  aSyn tox rescue = 13%
CCOC(=O)C1=C(CN2CCN(c3cc(C)ccc3C)CC2)NC(=O)NC1c1ccc(Cl)cc1 (stereo unspecified)
  aSyn tox rescue = 5%
CCN(Cc1ccccc1)C(=O)C1CCN(S(=O)(=O)c2ccc3c(c2)CCCN3C(C)=O)CC1
  aSyn tox rescue = -2%
COc1ccc(CCNC(=O)C(=O)NCC2OCCN2S(=O)(=O)c2ccc(C)cc2)cc1 (stereo unspecified)
  aSyn tox rescue = -6%

Source: PubChem (National Center for Advancing Translational Sciences (NCATS))
